From PubChem BioAssay
Vif-A3G inh – inhibitors of Vif-APOBEC3G interaction. Q9HC16. 410,000 tested, 0.076% active. Potency, µM (highest dose often 46.1 µM), inactives show top-dose activity, negative = active, actives largely listed as inhibitors. HeLa A3G-eYFP + Vif (tagged APOBEC3G with the HIV-1 protein that degrades it), YFP fluorescence, overnight;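 further: potency means the concentration at half of the fitted maximal effect; on the % scale 0 is the no-effect control and ±100 the full control effect; nearly all actives have a fitted effect of over 60% in size; hits raise eYFP signal because A3G escapes Vif-driven loss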
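HeLa cells stably expressing Vif and C-terminally eYFP-tagged A3G, seeded overnight at 37 deg C, then exposed to compound by pintool overnight at 37 deg C. Rise in yellow fluorescence (Ex 488/Em 500-530, Acumen) marks blocked Vif-driven A3G degradation.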
Vif-APOBEC3F blk – Vif-A3F binding inhibition; HeLa A3F-eYFP + Vif (tagged APOBEC3F with the HIV-1 protein that degrades it), YFP fluorescence increase; Potency, µM (titrated, usually from 46.1 µM), for inactives: at the top dose activity, negative = active; 390,000 tested, 0.2% active; AID 602313; further: potency means the concentration at half of the fitted maximal effect; % of control where 0% means no effect; nearly all actives have a fitted effect of over 65% in size
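HeLa cells stably expressing Vif plus C-terminally eYFP-tagged A3F were seeded, incubated overnight at 37 deg C, dosed with compound, incubated overnight again at 37 deg C. Yellow fluorescence (Ex 488/Em 500-530) reported blocked Vif-mediated A3F-eYFP degradation.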
12-LOX inh – blocks human arachidonate 12S-lipoxygenase; P18054; purified 12hLO, xylenol orange hydroperoxide absorbance; Potency, µM (series often up to 108 µM), without a hit: top-dose activity change, negative = inhibition, most hits filed as inhibitors; 580,000 tested, 1.1% active; AID 1671190; further: potency means the concentration at half of the fitted maximal effect; on the % scale 0 is the no-effect control and ±100 the full control effect
Target sequence (P18054 whole entry, looked up): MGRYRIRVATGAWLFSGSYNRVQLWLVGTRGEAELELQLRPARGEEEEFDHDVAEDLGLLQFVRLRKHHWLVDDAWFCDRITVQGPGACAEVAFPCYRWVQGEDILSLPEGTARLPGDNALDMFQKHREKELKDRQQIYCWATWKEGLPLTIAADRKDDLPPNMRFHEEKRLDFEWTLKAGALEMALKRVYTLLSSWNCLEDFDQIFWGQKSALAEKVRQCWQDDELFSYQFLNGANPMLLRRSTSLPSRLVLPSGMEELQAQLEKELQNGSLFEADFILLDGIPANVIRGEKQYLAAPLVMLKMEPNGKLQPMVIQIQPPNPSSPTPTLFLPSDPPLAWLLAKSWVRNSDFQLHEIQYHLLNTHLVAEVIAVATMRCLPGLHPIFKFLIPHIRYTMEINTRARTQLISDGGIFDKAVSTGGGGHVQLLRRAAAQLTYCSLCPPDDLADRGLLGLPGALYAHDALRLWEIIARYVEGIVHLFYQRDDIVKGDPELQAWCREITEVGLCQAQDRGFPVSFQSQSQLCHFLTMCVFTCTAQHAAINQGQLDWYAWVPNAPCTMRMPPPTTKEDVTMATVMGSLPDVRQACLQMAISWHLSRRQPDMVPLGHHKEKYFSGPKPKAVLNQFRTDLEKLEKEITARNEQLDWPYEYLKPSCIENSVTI
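Purified human 12hLO at 150 nM in 25 mM Hepes, 0.01% Triton X-100, pH 7.0, preincubated 15 min at room temperature with compound. Reaction started with 40 uM arachidonic acid, 30 min at room temperature. Hydroperoxide measured by Fe-xylenol orange, 573/405 nm absorbance ratio.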
LDHA inh – LDHA (human) enzyme inhibition. AID 1347041. 480,000 tested, 0.15% active. purified LDHA, NADH/diaphorase-resazurin fluorescence; stronger effect = lower value. activity change, % (values are at about 110 or 230 µM); in the data active means activity change below about -30%; inconclusive means mostly about -25% to -30%;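 further: plate controls were DMSO wells for no effect and wells without enzyme for full effect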
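LDH5 2 nM; NADH 0.06 mM, pyruvate 0.2 mM; 200 mM Tris pH 7.4, EDTA, Tween-20; 5 min RT. Detection: diaphorase 0.133 mg/mL + resazurin 37 µM, fluorescence ex540/em590 at 0 and 20 min; normalized to enzyme-free and DMSO wells.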
D2 antag – D2 dopamine receptor (human) antagonism; P14416; 340,000 tested, 2% active; AID 485344; inhibition, % at 10 µM; HEK293 TREx D2 cells, calcium flux, dopamine EC80; in the data active means inhibition above about 30%; further: 0% is about no effect
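Antagonism is scored as inhibition of an EC80 dopamine-evoked calcium signal in a force-coupled, tetracycline-inducible HEK293 T-REx D2 line, with compound present 180 s before agonist.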
D2 agonist – D2 dopamine receptor (human) agonism | HEK293 T-REx D2 cells, calcium flux agonist mode | activation, % at 2 µM | 340,000 tested, 0.53% active;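 active means activation over 3 SD above normal in the single-dose calcium agonist read, cut at about 30% in these data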; further: 0% is about no effect
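Agonism is scored from calcium flux in a force-coupled, inducible HEK293 cell line expressing D2, read kinetically for 180 s after compound addition against dopamine controls.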
RGS4 inh – blocks human RGS4-accelerated GTP hydrolysis. P49798. Transcreener GDP fluorescence polarization, RGS4-accelerated GTP hydrolysis. Potency, µM (series often up to 114 µM), for the others: at the top dose activity change, negative = inhibition, actives largely listed as inhibitors. 390,000 tested, 0.039% active. AID 504845; further: potency means the concentration at half of the fitted maximal effect; on the % scale 0 is the no-effect control and ±100 the full control effect; nearly all actives have a fitted effect of over 75% in size; some results filed as inactive show a strong effect at the top dose
Target sequence (P49798 whole entry, looked up): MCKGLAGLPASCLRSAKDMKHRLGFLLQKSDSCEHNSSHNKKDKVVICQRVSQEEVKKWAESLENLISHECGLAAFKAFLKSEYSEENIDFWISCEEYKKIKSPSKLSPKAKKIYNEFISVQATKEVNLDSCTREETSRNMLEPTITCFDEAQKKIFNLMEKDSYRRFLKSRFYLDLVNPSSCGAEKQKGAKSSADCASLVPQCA
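MLSMR compounds (23 nl, pin-transferred) preincubated 10 min at room temperature with a 500nM (2x) first reagent, then RGS4 at 900nM (2x) plus Transcreener GDP mix added; fluorescence polarization (620/688 nm) read before and after 90 min at 30 °C.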
ERG Ets-DNA blk – inhibitors of human ERG Ets domain-DNA interaction | 370,000 tested, 0.028% active | P11308 | fluorescence polarization, His-ERG Ets domain / labelled DNA | Potency, µM (titrated, usually from 76.9 µM), for inactives: top-dose FP activity, negative = inhibition, actives largely listed as inhibitors | AID 624246; active means well fitted inhibition curve with a large enough effect in the polarisation, with a control signal flat; inconclusive means small, poorly fitted or top-dose-only effect, or effect the other way, or a change in a side signal; inactive means no such curve, though single readings can be large or run the other way; the % refers to the polarisation;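 further: polarization taken with two DNA probes labelled with fluorescein and Texas red; potency means the concentration at half of the fitted maximal effect; % of control where 0% means no effect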
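His-tagged ERG Ets domain (1 uM in the protein solution; 300mM KCl, 50mM Tris-HCl, 1mM EDTA, 1mM DTT, pH 7.5) received compound, then a probe mix of 5 nM fluorescein-DNA and 100nM Texas-615-DNA. Fluorescence polarization was read for both dyes.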
Glioma ERSR ind – inducers of ER stress response in human glioma cells; U87-MG GRP78 promoter luciferase reporter, 16 h; Potency, µM, for the others: at the top dose activation, most hits filed as activators; 420,000 tested, 0.02% active; further: potency means the concentration at half of the fitted maximal effect; series mostly up to about 76 µM; % of control where 0% means no effect; nearly all actives have a fitted effect of over 35% in size
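ERSR induction read as luciferase luminescence (Bright-Glo, 10 min at room temperature) in stably transfected human U87-MG glioma cells exposed to compounds for 16 h, using GRP78 as sensor.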
Numbers without * were called inactive; ? = inconclusive; nt = no result given; [ ] = remark or other dose. Unless noted, the call rests on the fitted dose curve; in most records, active means well fitted curve in the direction sought with a large enough effect; inconclusive means small, poorly fitted or top-dose-only effect, or another doubt; inactive means no such curve, though single readings can be large; an effect the other way counts as inactive or inconclusive.

SMILES | Vif-A3G inh | Vif-APOBEC3F blk | 12-LOX inh | LDHA inh | D2 antag | D2 agonist | RGS4 inh | ERG Ets-DNA blk | Glioma ERSR ind
COc1cccc(CNS(=O)(=O)c2ccc(-c3cc(C(F)(F)F)on3)s2)c1 | 4% | 4% | -19% | 6 | nt | nt | -1% | 0% | -3%
O=C(OCC(=O)c1ccc[nH]1)c1cncc(Br)c1 | -3% | 3% | 40%[activator] | 2 | 9 | 0.0 | -15% | -6% | 1%
COc1ccc(OCc2ccc(C(=O)O)cc2)cc1 | 2% | 12% | -14% | 3 | 16 | 0.2 | 1% | -2% | -3%
O=C(NC1CCN(S(=O)(=O)c2ccc(Cl)cc2)CC1)C1CCCCC1 | -1% | 11% | -18% | -10 | -10 | 1.6 | 4% | 3% | -1%
O=C(Nc1ccc2c(c1)OCO2)c1ccc(N2C(=O)c3ccccc3C2=O)cc1 | 2% | 1% | -3% | -3 | -1 | -1.4 | -27% | -15% | -6%
O=S(=O)(/N=C(/Nc1nc2ccccc2s1)c1ccccc1)c1ccccc1 | -12% | -19% | -19% | -8 | 8 | -1.4 | -8% | -10% | 2%
CCCCC(=O)Nc1cc([N+](=O)[O-])ccc1F | -16% | 1% | -10% | -1 | -12 | 0.9 | -5% | 1% | -5%
Cc1ccc(C(=O)N/N=C\c2cc(Br)c(Br)o2)cn1 | ? | -3% | 9% | 6 | 6 | -0.1 | -20% | -8% | 1%
CCC(C(=O)OC)n1cnc2c(nnn2-c2cccc(Cl)c2)c1=O (configuration not stated) | -5% | 0% | -5%[57.4 µM] | -2 | -2 | 0.3 | -19% | 12% | -1%
CC(C)COc1ccc(C(=O)N2CCCCC2CCN2CCCCC2)cc1 (configuration not stated) | 4% | 0% | ? | 0 | nt | -0.1 | 10% | -1% | -2%
CC1CCC(NCC(=O)Nc2cccc(S(N)(=O)=O)c2)CC1 (configuration not stated) | 1% | -6% | -18% | -22 | 7 | 0.0 | 31% | 20% | -1%
COc1cc2c(cc1OC)CN(C(=O)c1ccc(Br)o1)CC2 | -1% | 12% | 0% | 9 | -8 | 0.1 | -18% | 4% | -4%
CCOC(=O)N1CCC(NC(=O)Cn2ncc3c2-c2cc(C)ccc2OC3)CC1 | 0% | 0% | 4% | -4 | 13 | 0.5 | 2% | 3% | -2%
CC(=O)c1ccccc1NCC(=O)Nc1ccc(C)cc1 | -3% | 3% | -16% | -3 | -22 | -1.0 | -6% | 1% | -2%
CCOc1ccc(NC(=O)C2CC(=O)N(CCc3ccccc3)C2)cc1OC (configuration not stated) | 1% | -4% | 161%[activator] | -3 | 11 | 0.1 | -26% | 6%[15.4 µM] | -1%
CC(Sc1nnc(C2CC2)n1N)C(=O)NC1CCCCC1C (configuration not stated) | -3% | -7% | 24% | 1 | 15 | 1.1 | 10% | 7% | -5%
Cc1ccc(/C=C/C2=NN(C)C(=O)CC2)cc1 | 0% | -10% | 17% | -2 | -2 | -0.5 | 5% | -5% | -4%
COCc1cc(C)nc(OCC(=O)N/N=C/c2ccccc2O)c1C#N | -6% | 1% | 3% | 6 | -9 | 0.3 | -15% | -6% | -6%
CCCCc1ccc(S(=O)(=O)Nc2ccc(C)c(NS(C)(=O)=O)c2)cc1 | -3% | 10% | ? | -5 | nt | 0.9 | -6% | 9% | -5%
CCOc1ccc(S(=O)(=O)NN=C2CCN(C(C)=O)CC2)cc1 | 1% | 3% | 7% | -1 | 4 | 1.0 | 10% | -23% | -1%

4 compounds out of the list, ordered by heavy-atom count, smallest number first.
SMILES | Vif-A3G inh | Vif-APOBEC3F blk | 12-LOX inh | LDHA inh | D2 antag | D2 agonist | RGS4 inh | ERG Ets-DNA blk | Glioma ERSR ind
Cc1ccc(/C=C/C2=NN(C)C(=O)CC2)cc1 | 0% | -10% | 17% | -2 | -2 | -0.5 | 5% | -5% | -4%
Cc1ccc(C(=O)N/N=C\c2cc(Br)c(Br)o2)cn1 | ? | -3% | 9% | 6 | 6 | -0.1 | -20% | -8% | 1%
CCC(C(=O)OC)n1cnc2c(nnn2-c2cccc(Cl)c2)c1=O (configuration not stated) | -5% | 0% | -5%[57.4 µM] | -2 | -2 | 0.3 | -19% | 12% | -1%
COc1cccc(CNS(=O)(=O)c2ccc(-c3cc(C(F)(F)F)on3)s2)c1 | 4% | 4% | -19% | 6 | nt | nt | -1% | 0% | -3%

(listing goes on)
SMILES | Vif-A3G inh | Vif-APOBEC3F blk | 12-LOX inh | LDHA inh | D2 antag | D2 agonist | RGS4 inh | ERG Ets-DNA blk | Glioma ERSR ind
CCN1C(=O)C(=O)N(CC(=O)c2cc(C)n(C3CC3)c2C)C1=O | 2% | -1% | 13% | -3 | -3 | 0.5 | 7% | -9% | -3%
COc1cccc(C(=O)Nc2ccc(S(=O)(=O)N3CCCCC3)cc2)c1OC | 0% | 10% | 4% | 9 | -19 | 0.7 | -6% | 10% | -2%
COc1ccc(OCCOC(=O)CNS(=O)(=O)c2ccc(SC)c([N+](=O)[O-])c2)cc1 | 1% | -2% | -9% | -3 | 20 | 0.5 | -2% | -1% | 5%
COC(C[C@@H]1O[C@@H]1C(=O)COCc1ccccc1)OC | 4% | -18% | -6% | -3 | 20 | 0.0 | 7% | 4% | -2%
N#CCCn1cc(C(=O)Nc2cccc(C(=O)O)c2)c(-c2ccc(Cl)cc2)n1 | 3% | 0% | -4% | -15 | -8 | 0.3 | 27% | 12% | -3%
CCOc1cc(C2NC(=O)NC(C)=C2C(=O)OCc2ccccc2)ccc1O (configuration not stated) | 0% | -1% | 11% | -2 | 3 | 1.3 | 6% | nt | -2%
Cc1noc(C(C)C)c1C(=O)Nc1ccc(-c2nnc3n2CCCCC3)cc1 | 1% | -23% | -7% | -1 | -3 | 0.1 | -6% | 2% | -2%
CCCn1nc(C(=O)N(C)CC(=O)Nc2ccc(OCC)c(OCC)c2)c2ccccc2c1=O | -3% | 3% | 7% | -11 | 22 | -0.1 | -29% | -5% | -1%
CCOc1ccc(NC(=O)c2cnn3c2NC(c2ccccc2)=CC3c2cccc(OC)c2OC)cc1 (configuration not stated) | -1% | 0% | 7% | 2 | nt | 0.4 | 5% | 0% | -4%
O=C(Nc1c(F)cc(F)cc1Br)c1ccco1 | -1% | -9% | -13% | -11 | 10 | -1.1 | 27% | 1% | -1%
CC(C)n1cc(C(=O)N2CCCC(N3CCN(c4ccc(F)cc4)CC3)C2)cn1 (configuration not stated) | -1% | 0% | 29% | 0 | -20 | 6.2 | -2% | -1% | 3%
Cc1ccc(C)c(C(=O)CC2(O)C(=O)N(C)c3ccccc32)c1 (configuration not stated) | -2% | -7% | -15% | -8 | -21 | 0.5 | 5% | nt | -4%
N#CC1(Nc2ccc(Br)cc2)CCCC1 | -1% | 0% | ? | -1 | nt | nt | -11% | -5% | -1%
COc1ccc(NC(=S)NCC2CCN(c3ccc(OC)cc3)C2)cc1 (configuration not stated) | -2% | 0% | ? | 7 | 1 | -0.1 | -17% | 0% | -2%
CCOC(=O)c1ccc(NCn2c(=O)oc3ccccc32)cc1 | -15% | -1% | 0% | -9 | 13 | 2.1 | 30% | 3% | 9%
CC1(C(=O)O)CCC(C(=O)Nc2ccccc2O)C1(C)C (configuration not stated) | 1% | -5% | -21% | 1 | 1 | -0.3 | 36% | -5% | -4%
CN(Cc1ccccc1)C(=O)c1ccccc1NC(=O)c1ccco1 | -1% | 5% | 0% | -9 | 31* | 0.0 | -15% | -9% | -4%
O=C(/C=C/c1ccco1)Nc1ccc(F)cc1 | nt | nt | 7% | -1 | nt | -0.8 | -21% | 4% | nt
Cc1ccc(C(=O)N/N=C(\CC(C)C)c2ccccc2)cc1 | -3% | ? | 6% | -5 | 12 | -0.8 | 34% | -12% | 1%
CC(C)(C)NC(=O)C(c1cccnc1)N(C(=O)c1csnn1)c1ccccc1 (configuration not stated) | 1% | 7% | -3% | 0 | 0 | 0.4 | -15% | -16% | 1%
COc1cccc(N2CCN(C(=O)C3CCN(S(=O)(=O)c4cccs4)CC3)CC2)c1 | 0% | -13% | -8% | -1 | -3 | 0.4 | 0% | 14% | 1%
CCN(CC(=O)N1CCCC1)S(=O)(=O)c1ccc(F)cc1 | -3% | 0% | 27% | -12 | 21 | 0.5 | -11% | -9% | -4%
COc1ccc(COC(=O)C2CC(=O)N(Cc3ccc(C)cc3)C2)cc1 (configuration not stated) | -2% | 5% | nt | 1 | 5 | -0.9 | 25% | -9% | -4%
C[C@H](CO)N1C[C@H](C)[C@@H](CN(C)C(=O)NC2CCCCC2)Oc2ccc(NC(=O)Cc3ccccc3)cc2C1=O | -1% | 0% | 2% | 2 | nt | nt | 11% | 5% | 0%
CCCOc1nc(C)cc(COC)c1C(N)=O | 1% | -8% | 2% | -5 | -3 | 0.9 | 13% | 3% | -2%
CCCOc1ccc(CCN2CCC(=O)NC2=O)cc1C | -6% | -7% | 0% | 0 | nt | nt | -29% | 1% | -3%
S=c1nc(-c2ccccc2)[nH]n1-c1ccccc1 | -1% | -12% | ? | -8 | -6 | 0.5 | -27% | 8% | -2%
COc1ccc(NC(=O)Nc2ccc3c(c2)CCC3)c(OC)c1 | 4% | -12% | -19% | -1 | -21 | -0.4 | -20% | 7% | -3%

A portion of the library; count on the stated rates, not on these rows.
